p53null 32C kill – kills p53 null cells at the permissive temperature. H1299-neo p53 null cells, ATP luminescence, 24 h, 32C. 0.62% of 55,000 active. Potency, µM (titrated, usually from 46.1 µM), inactives show at the highest dose activity change, negative = cytotoxicity, most hits filed as cytotoxic;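 further: 0% = DMSO only and -100% = full killing by 100 µM tamoxifen; nearly all actives have a fitted effect of over 55% in size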
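Overnight 37C seeding (600 cells/well) of H1299-neo preceded a 24 hr, 32C exposure to compounds up to 46 uM. ATP levels, read by luminescence after 20 min at RT, indicated surviving cells.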
p53null 39C kill – p53 null cell cytotoxicity, nonpermissive temperature. H1299 p53-null (neo) cells, 39C, ATPlite viability, 24 h. Potency, µM (titrated, usually from 46.1 µM), without a hit: at the top dose activity, negative = cell killing, usual class: cytotoxic. 0.97% of 55,000 active;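 further: 0% = DMSO only and -100% = full killing by 100 µM tamoxifen; nearly all actives have a fitted effect of over 50% in size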
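ATP-luminescence viability readout (ATPlite, 20 min RT) after 24 hr compound treatment at 39C of H1299-neo or H1299-p53A138V cells; titration up to 46 uM; normalized to DMSO and 100 uM tamoxifen; Hill-fit AC50.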
The depositor's hits bear a star; u = inconclusive; [ ] = remark or other dose. The call rests on the fitted dose curve; in most records, active means well fitted cell-killing curve with a large enough effect; inconclusive means small, poorly fitted or top-dose-only effect; inactive means no such curve, though single readings can be large or run the other way. Potency means the concentration at half of the fitted maximal effect. Only part of the results is shown; rates above refer to the full screens.

Start of the listing, in advance (26 entries):
SMILES	p53null 32C kill	p53null 39C kill
COc1cccc(/C=N/NC(N)=S)c1OS(=O)(=O)c1ccccc1	4%	-9%
O=C(CSc1nnc(CNC(=O)C23CC4CC(CC(C4)C2)C3)n1-c1ccccc1)Nc1ccccc1	2%	-22%
COc1ccc2c(c1)C=CC1(O2)N(CCO)c2ccccc2C1(C)C (stereo not given)	3%	-11%
CC(c1ccccc1)n1cc(C(=O)NCC2COc3ccccc3O2)nn1 (stereo not given)	6%	6%
NC(=O)C1CCN(CCC(=O)Nc2ccc3c(c2)CCC3)CC1	4%	23%
O=C(Nc1nnc(SCc2cccc3ccccc23)s1)C1COc2ccccc2O1 (stereo not given)	-4%	7%
CCn1cc([N+](=O)[O-])c(C(=O)N2N=C(c3cccc4ccccc34)CC2c2ccccc2O)n1 (stereo not given)	28%	7%
CCn1c(CN2CCN(c3ccc(Cl)cc3)CC2)nc2ccccc21	-10%	-25%
N/C(=N/O)c1nc(N2CCCCC2)nc(N2CCCCC2)n1	5%	1%
Cc1nn(C)c(C)c1NC(=O)CCCSc1nc(-c2ccco2)cc(C(F)(F)F)n1	-10%	5%
O=C(c1ccccc1)N(Cc1ccc(F)cc1)Cc1nc2ccccc2c(=O)[nH]1	8%	-13%
CCC(C)c1ccc(NC(=O)C2CCN(c3ccc(C(F)(F)F)cn3)CC2)cc1 (stereo not given)	-4%	-11%
O=C(NC1CCCC1)C(c1ccccc1)N(C(=O)c1ccno1)c1ccccc1 (stereo not given)	-11%	1%
CC1Cc2nc(SCC(=O)NCCc3ccccc3)n(C)c(=O)c2S1 (stereo not given)	6%	13%
C/C(=N/NC(=O)Cc1c(C)[nH][nH]c1=O)c1ccc(O)cc1	-4%	-1%
CCOC(=O)c1ccc(NC(=O)CN2C(=O)CCC2=O)cc1	13%	23%
Cc1ccc(-c2nnn(CC(=O)N(Cc3ccccc3F)C(C(=O)NC3CCCC3)c3ccncc3)n2)o1 (stereo not given)	6%	3%
COCn1c(COc2ccc3ccccc3c2)nc2ccccc21	u	u
O=C(Cn1cnc2c(cnn2-c2ccccc2)c1=O)NCCc1ccccc1	1%	-29%
N#Cc1cc(C(=O)c2ccccc2OCC(=O)Nc2ccccc2)cn(C2CCCCC2)c1=O	-3%	10%[1.84 µM]
CC(C)Cn1c(SCC(=O)N2CCCCC2)nc2ccccc2c1=O	16%	-8%
C1CCN(Cc2nnnn2C2CCCC2)CC1	-11%	u
CCOCCSc1nc2c(c(-c3cccs3)c1C#N)CC/C2=C/c1cccs1	-6%	14%
COc1ccccc1N=C1SC(C(=O)Nc2ccc(F)cc2)CC(=O)N1C (stereo not given)	1%	-6%
CCCCCC1CC(CC(C)C(=O)Nc2nncs2)C(=O)O1 (stereo not given)	0%	10%
CCCCN(CCCC)c1cn[nH]c(=O)c1Cl	-7%	10%

Main list, from the start:
SMILES	p53null 32C kill	p53null 39C kill
COc1cccc(/C=N/NC(N)=S)c1OS(=O)(=O)c1ccccc1	4%	-9%
O=C(CSc1nnc(CNC(=O)C23CC4CC(CC(C4)C2)C3)n1-c1ccccc1)Nc1ccccc1	2%	-22%
COc1ccc2c(c1)C=CC1(O2)N(CCO)c2ccccc2C1(C)C (stereo not given)	3%	-11%
CC(c1ccccc1)n1cc(C(=O)NCC2COc3ccccc3O2)nn1 (stereo not given)	6%	6%
NC(=O)C1CCN(CCC(=O)Nc2ccc3c(c2)CCC3)CC1	4%	23%
O=C(Nc1nnc(SCc2cccc3ccccc23)s1)C1COc2ccccc2O1 (stereo not given)	-4%	7%
CCn1cc([N+](=O)[O-])c(C(=O)N2N=C(c3cccc4ccccc34)CC2c2ccccc2O)n1 (stereo not given)	28%	7%
CCn1c(CN2CCN(c3ccc(Cl)cc3)CC2)nc2ccccc21	-10%	-25%
N/C(=N/O)c1nc(N2CCCCC2)nc(N2CCCCC2)n1	5%	1%
Cc1nn(C)c(C)c1NC(=O)CCCSc1nc(-c2ccco2)cc(C(F)(F)F)n1	-10%	5%
O=C(c1ccccc1)N(Cc1ccc(F)cc1)Cc1nc2ccccc2c(=O)[nH]1	8%	-13%
CCC(C)c1ccc(NC(=O)C2CCN(c3ccc(C(F)(F)F)cn3)CC2)cc1 (stereo not given)	-4%	-11%
O=C(NC1CCCC1)C(c1ccccc1)N(C(=O)c1ccno1)c1ccccc1 (stereo not given)	-11%	1%
CC1Cc2nc(SCC(=O)NCCc3ccccc3)n(C)c(=O)c2S1 (stereo not given)	6%	13%
C/C(=N/NC(=O)Cc1c(C)[nH][nH]c1=O)c1ccc(O)cc1	-4%	-1%
CCOC(=O)c1ccc(NC(=O)CN2C(=O)CCC2=O)cc1	13%	23%
Cc1ccc(-c2nnn(CC(=O)N(Cc3ccccc3F)C(C(=O)NC3CCCC3)c3ccncc3)n2)o1 (stereo not given)	6%	3%
COCn1c(COc2ccc3ccccc3c2)nc2ccccc21	u	u
O=C(Cn1cnc2c(cnn2-c2ccccc2)c1=O)NCCc1ccccc1	1%	-29%
N#Cc1cc(C(=O)c2ccccc2OCC(=O)Nc2ccccc2)cn(C2CCCCC2)c1=O	-3%	10%[1.84 µM]
CC(C)Cn1c(SCC(=O)N2CCCCC2)nc2ccccc2c1=O	16%	-8%
C1CCN(Cc2nnnn2C2CCCC2)CC1	-11%	u
CCOCCSc1nc2c(c(-c3cccs3)c1C#N)CC/C2=C/c1cccs1	-6%	14%
COc1ccccc1N=C1SC(C(=O)Nc2ccc(F)cc2)CC(=O)N1C (stereo not given)	1%	-6%
CCCCCC1CC(CC(C)C(=O)Nc2nncs2)C(=O)O1 (stereo not given)	0%	10%
The listing continues:
SMILES	p53null 32C kill	p53null 39C kill
CCCCN(CCCC)c1cn[nH]c(=O)c1Cl	-7%	10%
Cc1ccc(Cn2nnc3c(=O)[nH]c(C4CCN(S(=O)(=O)c5ccc(F)cc5)CC4)nc32)cc1	27%	-10%
CC(c1ccccc1)N1C(=O)NC(NC(=O)c2cccnc2)(C(F)(F)F)C1=O (stereo not given)	10%	1%
CC(C)CSc1nc2c(=O)[nH][nH]c(=O)c2n1Cc1ccccc1	-2%	21%
CC1CCN(C(=O)c2cc(F)c(F)cc2Cl)CC1	-1%	18%
C=CCn1c2ccccc2n2nc(C)c(=O)nc12	-1%	17%
COC(=O)c1ccccc1NC(=O)Nc1cccs1	4%	22%
COc1ccc(-c2c(C#N)c(N)nc3sc(C(=O)c4ccccc4)c(N)c23)cc1	2%	12%
Nc1nc(N)c2sc3nc(C(F)(F)F)cc(C(F)(F)F)c3c2n1	-7%	-14%
COc1ccc(Nc2nc(C)nc3c2nnn3Cc2ccccc2)cc1OC	4%	9%
Cc1ccc(N2C(=O)c3ccc(C(=O)N4CCOCC4)cc3C2=O)cc1C	-18%	-11%
c1ccc(-c2noc(-c3cccs3)n2)nc1	10µM*	14µM*
CS(=O)(=O)N(CC(=O)NCc1ccccn1)Cc1ccc(Cl)cc1	-2%	8%
O=C(Nc1ccccc1)N1CCN(c2ccc(F)cc2)CC1	3%	6%
CSc1nc(Cl)c(Cc2ccc(OCC(C)C)cc2)c(N2CCOCC2)n1	-2%	9%
Cc1cccc(N2CCN(C(c3ccccc3)c3nnnn3C(C)(C)C)CC2)c1C (stereo not given)	-5%	8%
COc1ccc(-c2n[nH]c(C)c2-c2cnn(-c3ccccc3)c2)c(O)c1	-3%	-7%
CCCS(=O)(=O)c1c(S(=O)(=O)CCC)c2cnccn2c1C(=O)c1ccc(CC)cc1	2%	17%
CC1CCC(C(C)C)C(OC(=O)C2=C3c4ccccc4S(=O)(=O)N3CC2)C1 (stereo not given)	1%	-1%
COc1ccccc1N1CCN(c2cc(C)nc3nc(C)nn23)CC1	9%	-6%
COc1cccc(NC(=O)C2CCCN2C(=O)Nc2cccc(F)c2)c1 (stereo not given)	4%	1%
N#Cc1nc(COc2ccccc2Cl)oc1N1CCCCCC1	1%	-14%
Cc1cc(N)ccc1S(C)(=O)=O	-4%	10%
CC1(C)CC(=O)c2sc(NC(=O)c3cccs3)nc2C1	2.2µM*	1.1µM*
O=C(Nc1nc(-c2ccccc2)cs1)c1cccc([N+](=O)[O-])c1C(=O)O	-3%	-2%
Further results follow.
SMILES	p53null 32C kill	p53null 39C kill
Clc1cncc(Cl)c1NNc1c2ccccc2nc2ccccc12	-13%	1%
COC(=O)Nc1ccc(S(=O)(=O)Nc2cccc3ccccc23)cc1	6%	-7%
Cc1ccccc1N=C/C=C1/C=C(c2ccccc2)OC(C)(C)O1	2%	5%
CCC(=O)NC(Nc1sc2c(c1C(=O)OC)CCN(C)C2)(C(F)(F)F)C(F)(F)F	3%	13%
CC(C)C(=O)Nc1ccccc1C(=O)OCC(=O)c1ccc2c(c1)OCCO2	-16%	-8%
O=C(c1cnn2c1NC(c1ccc(Br)cc1)CC2C(F)(F)F)N1CCN(C23CC4CC(CC(C4)C2)C3)CC1 (stereo not given)	-1%	1%
COc1cc(CNC(=O)c2cccc(COc3ccc(Cl)cc3)c2)cc(OC)c1	8%	34%[activator]
CCNCCC(=O)N1c2ccccc2Sc2ccc(NC(=O)OCC)cc21	-5%	-15%
CCOc1ccc(N2CC(C(=O)Nc3ccccc3OC)CC2=O)cc1 (stereo not given)	3%	-8%
O=C(Nc1ccc(N2CCOCC2)cc1)c1ccncc1	-10%	-1%
CCOc1ccc(S(=O)(=O)Nc2nc3ccccc3nc2Nc2ccc(N3CCOCC3)cc2)cc1	-5%	27%[1.84 µM]
Cc1ccc(NC(=S)NNC(=O)C2CC2c2ccc(C)cc2)cc1 (stereo not given)	12%	18%
O=C(c1ccc(Cl)c([N+](=O)[O-])c1)N(Cc1ccccc1)C1CCS(=O)(=O)C1 (stereo not given)	-20%	-2%[1.84 µM]
CCC(=O)Nc1cc2c(cc1C(C)=O)OCCO2	-4%	0%
CCOC(=O)c1c(C)[nH]c(C(=O)COC(=O)CNC(=O)c2ccc(Br)cc2)c1C	4%	11%
O=C1C2N=NN(CC(=O)N3N=C(c4cccc5ccccc45)CC3c3ccccc3)C2C(=O)N1c1ccccc1 (stereo not given)	5%	17%
Cc1cc(C)cc(NC(=O)c2ccc(S(=O)(=O)C(F)F)cc2)c1	-20%	-15%[1.84 µM]
c1nc(NCC2(N3CCOCC3)CCCCC2)c2ccsc2n1	4%	33%
N#CCC(=O)Nc1sc2c(c1C(N)=O)CCCC2	-3%	19%
Cc1[nH]n(-c2ccc(Cl)cc2)c(=O)c1/C=N/n1c(C)nc2ccccc2c1=O	u	-30%
Cc1ccc(C(=O)Oc2ccc(C(=O)COC(=O)C3CC(=O)N(Cc4ccco4)C3)cc2)cc1 (stereo not given)	5%	20%
CCCC(=O)C1=C(O)C(C(=O)OC)C(C)(C)CC1=NC(C)C (stereo not given)	-3%	-5%
Cc1ccc2[nH]cc(CCCN3C(=O)c4ccccc4C3=O)c2c1	-13%	-1%[1.84 µM]
CCNCc1cc(Br)c(OCC(=O)Nc2ccccc2)c(OC)c1	-1%	4%
CC(CN1CCOCC1)OC(=O)C(c1ccccc1)c1ccccc1 (stereo not given)	2%	0%

Random excerpt: 3 compounds from above
SMILES	p53null 32C kill	p53null 39C kill
Cc1cc(C)cc(NC(=O)c2ccc(S(=O)(=O)C(F)F)cc2)c1	-20%	-15%[1.84 µM]
COc1cc(CNC(=O)c2cccc(COc3ccc(Cl)cc3)c2)cc(OC)c1	8%	34%[activator]
O=C(c1ccc(Cl)c([N+](=O)[O-])c1)N(Cc1ccccc1)C1CCS(=O)(=O)C1 (stereo not given)	-20%	-2%[1.84 µM]

New compounds follow
SMILES	p53null 32C kill	p53null 39C kill
O=S(=O)(c1ccccc1)N1CCC(N2CCCCCC2)CC1	0%	15%
Cn1ccnc1SCC(=O)Nc1ccccc1	-5%	15%
CC(C)CC(=O)Nc1ccc(Nc2ccccc2)cc1	-25%	1%
CCCC(C)n1[nH]c(=O)cc1N (stereo not given)	4%	5%
O=C(NCCNc1ccc([N+](=O)[O-])cc1C(F)(F)F)c1cccc(F)c1	-23%	-15%
CC(C)NS(=O)(=O)c1ccc(CCC(=O)NCc2ccc3c(c2)OCO3)cc1	3%	-2%
O=C(COC(=O)C12CC3CC(CC(O)(C3)C1)C2)N1CCN(S(=O)(=O)c2ccc(Cl)cc2)CC1	10%	7%
COc1ccccc1OCC(=O)Nn1c(=S)[nH]c2ncccc2c1=O	4%	-2%
CCC(=O)Nc1nnc(CCc2ccccc2)s1	6%	9%
Cn1c(=O)c2c(nc(CN3CCOCC3)n2CCCc2ccccc2)n(C)c1=O	-5%	-6%
CC1=C/C(=N\OS(=O)(=O)c2ccccc2)C=CC1=O	14%	-2%
O=C(CCS(=O)(=O)c1cccc2nsnc12)NCc1ccccc1	4%	4%
CCN(CC)S(=O)(=O)c1cccc(C(=O)N[C@H](C(=O)Nc2nc3ccccc3s2)C(C)C)c1	-20%	1%
Cc1cc(NC(=O)CSc2nc(-c3ccco3)cc(C(F)(F)F)n2)no1	18%	-12%
O=C(Nc1cnn(Cc2ccc(Cl)c(Cl)c2)c1)C12CC3CC(CC(C3)C1)C2	8%	-8%
CC1Cc2nc(SCC(=O)Nc3nccs3)n(Cc3ccccc3)c(=O)c2S1 (stereo not given)	6%	-5%
O=C(NCC1CCCO1)c1ccccn1 (stereo not given)	-4%	-5%
COC(=O)c1c(NC(=O)Cc2cccs2)sc(C(=O)N2CCCCC2)c1C	-7%	-11%
O=C(O)c1ccc(NC(=O)c2cccs2)cc1	-2%	21%
Cn1nc(CC(=O)Nc2ncc(Br)s2)c2ccccc2c1=O	4%	6%
O=C(CN1C(=O)C(=O)c2ccccc21)NC1CCCCC1	-6%	-9%

Screening data (PubChem)
